From PubChem BioAssay
Growth percent in the NCI-60 one-dose screen (48 h, 10 µM unless noted): 100 = growth as untreated, 0 = no growth, -100 = all killed.
SK-OV-3 = SK-OV-3 ovarian cancer cells | AID 1794785 | hit rate 3.2% among 80,000
OVCAR-3 = OVCAR-3 ovarian cancer; hit rate 7% among 79,000; AID 1794787
OVCAR-5 = OVCAR-5 ovarian cancer. AID 1794783. hit rate 2.9% among 82,000
OVCAR-4 = OVCAR-4 ovarian cancer cells | hit rate 3.7% among 80,000 | AID 1794784
PC-3 = PC-3 prostate cancer cells; hit rate 3.9% among 80,000; AID 1794754
IGROV1 = IGROV1 ovarian cancer. hit rate 4.7% among 79,000
DU-145 = DU-145 prostate cancer | hit rate 4.2% among 81,000 | AID 1794760
OVCAR-8 = OVCAR-8 ovarian cancer; hit rate 4.4% among 81,000; AID 1794782
An asterisk follows results filed as active; nt = not tested or not shown; & = joins results of further samples; ! = repeats disagree. Rule for the calls: active = growth percent below 10; inactive = the rest. This is a subset, so the mix of outcomes need not match the whole.

item	Compound	SK-OV-3	OVCAR-3	OVCAR-5	OVCAR-4
1	COc1ccc(OC)c(/C=C/C(=O)c2nc3ccccc3n2Cc2ccc(F)cc2)c1	50	-12*	-43*	38
2	O=C1CN=C(c2ccc[nH]2)c2cc(Cl)ccc2N1	100	83	122	94
3	CSc1nc(N)c(N=Nc2ccc([As](=O)(O)O)cc2)c(=O)[nH]1	111	108	106	100
4	CC1CN1P(=O)(Oc1ccccc1)N1CC1C (configuration not stated)	116	103	101	114
5	Cc1cccc(OP(=O)(Oc2cccc(C)c2C)Oc2cccc(C)c2C)c1C	108	110	107	91
6	O=C(O)C1C2c3ccccc3C(=O)C1(C(=O)O)c1ccccc12 (configuration not stated)	108	108	95	111
7	[N-]=[N+]=NS(=O)(=O)c1ccccc1[N+](=O)[O-]	121	125	114	114
8	N#Cc1c([N+](=O)[O-])no[n+]1[O-]	112	107	103	104
9	CCN1CCC[C@]2(C)[C@H]3CC[C@@]4(C)[C@@H](CC[C@]4(C)O)[C@@H]3CC[C@@H]12	99	105	103	101
10	Cc1cc(C)c(CCl)cc1CCl	109	132	96	102
11	CC1(C)NC(=S)C(C)(C)N1N=O	113&127	104&129	111&106	102&98
12	Cc1ccc(NC(=O)N2CC2)cc1NC(=O)N1CC1	91	112	94	97

item	PC-3	IGROV1	DU-145	OVCAR-8
1	0.2*	-7.3*	4.9*	4.0*
2	89	99	89	97
3	110	136	114	97
4	101	107	100	108
5	76	78	114	86
6	98	nt	108	nt
7	98	117	111	107
8	94	105	95	101
9	93	89	107	98
10	99	98	118	100
11	93&90	113&112	107&112	108&100
12	75	68	98	89

Continuation.
item	Compound	SK-OV-3	OVCAR-3	OVCAR-5	OVCAR-4
13	CC(=O)[C@H]1CC[C@H]2[C@@H]3C[C@H](O)[C@@H]4C[C@H](O)CC[C@]4(C)[C@H]3CC[C@]12C	115	125	111	114
14	CS(=O)CCCCN=C=S (configuration not stated)	109	89	125	78
15	NNC(=O)c1cccnc1	103&99	108&112	102&103	106&104
16	CCOP(=O)(Nc1cccc(Cl)c1)OCC	102	106	102	103
17	NC(Cc1ccc2c(c1)OCO2)c1ccc2c(c1)OCO2 (configuration not stated)	108	120	109	101
18	CC(=O)C(CN1CCCCC1)C(c1ccccc1)c1c(O)c2ccccc2oc1=O (configuration not stated)	101	102	95	111
19	C=CCNP(=O)(OCC)OCC	119	107	86	107
20	CC1(c2ccccc2)C(=O)NC(=O)NC1=O	101	104	100	102
21	O=C(Nc1ccccc1)N1CC1	109	122	97	108
22	O=C1NC(=O)C(=Cc2cn(C(=O)c3ccccc3)c3ccccc23)C(=O)N1	92	108	95	92
23	O=C(/C=C/c1ccc(OC(F)(F)F)cc1)c1nc2ccccc2n1Cc1ccc(F)cc1	105	75	103	80
24	CN1C2CC(=O)CC1C(O)C2 (configuration not stated)	98	110	102	107

item	PC-3	IGROV1	DU-145	OVCAR-8
13	106	101	117	104
14	84	98	56	92
15	95&98	101&97	113&108	105&104
16	93	100	110	101
17	93	nt	116	102
18	102	109	101	110
19	87	99	107	99
20	105	105	109	109
21	91	101	102	98
22	79	nt	113	92
23	76	77	87	81
24	93	108	110	103

Later entries
item	Compound	SK-OV-3	OVCAR-3	OVCAR-5	OVCAR-4
25	C1CCC(NC2CCCC2)CC1	105	115	102	110
26	O=[N+]([O-])c1ccc(N(CCO)CCO)c2c1no[n+]2[O-]	-36*	-66*	19	-26*
27	CC(C#N)N1CCN(c2ccccc2Cl)CC1 (configuration not stated)	96	115	100	105
28	O=[N+]([O-])c1cccc(SC(Cl)(Cl)Cl)c1	106	103	106	102
29	C=COC(=O)CCN1CC1	101	112	110	107
30	O=C1NC(=S)NC(=O)C1=Cc1cn(-c2ccccc2)nc1-c1cc2ccccc2o1	83	70	99	80
31	O=C(/C=C/c1ccccc1)c1nc2ccccc2n1Cc1ccc(Br)cc1	29	-72*	-62*	27
32	CC(Cc1ccc(O)cc1)NCc1ccccc1 (configuration not stated)	101	99	nt	107
33	O=C1NC(=O)C(Cc2ccccc2)C(=O)N1	110&104	113&113	110&106	108&112
34	Nc1ccc(CCCCc2ccc(S(=O)(=O)F)cc2Cl)c(Cl)c1	99	105	99	101
35	CCCC(C)COC(N)=O (configuration not stated)	94	109	99	111
36	O=C1NC(=S)NC(=O)C1=Cc1cccnc1	nt	122	98	106

item	PC-3	IGROV1	DU-145	OVCAR-8
25	101	93	109	107
26	-6.0*	nt	-44*	2.5*
27	89	nt	110	106
28	89	102	105	99
29	97	108	113	104
30	73	68	77	77
31	-31*	-58*	-48*	-18*
32	97	108	105	97
33	108&106	111&118	113&107	100&104
34	98	109	113	102
35	78	103	111	91
36	98	111	121	99

(further entries)
item	Compound	SK-OV-3	OVCAR-3	OVCAR-5	OVCAR-4
37	CC[C@@H](C)[C@@H]1NC(=O)C(NC(=O)C(CC(C)C)N(C)C(=O)C2CCCN2C(=O)C(C)O)C(C)OC(=O)C(Cc2ccc(OC)cc2)N(C)C(=O)C2CCCN2C(=O)C(CC(C)C)NC(=O)C(C)C(=O)C(C(C)C)OC(=O)C[C@H]1O (some centres not stated)	-39*	-40*	-72*	-31*
38	Nc1ncn[nH]1	106&110	101&105	109&107	120&111
39	O=C1NC(=O)C(=CCc2ccccc2)C(=O)N1	111	124	110	106
40	CCCCCCCC[N+]1(C)CCCC1c1cccnc1 (configuration not stated)	104	90	104	91
41	CC1Cc2cc3c(cc2CN1)OCO3 (configuration not stated)	96	111	99	95
42	C=CCSc1nc2ccccc2c(=O)n1-c1cc(OC)c(Cl)cc1OC	83	95	114	96
43	NC(=O)Nc1nn[nH]n1	106	98	104	98
44	Cc1cc2c(cc1C)NP(=S)(c1ccccc1)N2	98	114	114	107
45	c1ccc(Nc2nc(-c3ccccc3)c[se]2)cc1	86	93	97	76
46	Cc1cccc(C(O)(C(=O)O)c2ccccc2)c1 (configuration not stated)	111	115	105	107
47	O=C(CCCN1CCC2(CC1)C(=O)NCN2c1ccc(F)cc1)c1ccc(F)cc1	98	124	91	108
48	c1ccc(CCN2CCCCC2)nc1	99	111	99	99

item	PC-3	IGROV1	DU-145	OVCAR-8
37	-37*	-40*	-41*	nt
38	87	101&99	113&105	105&107
39	97	106	121	103
40	72	99	112	97
41	100	103	107	104
42	72	79	97	94
43	105	101	105	105
44	102	104	121	100
45	84	69	98	96
46	94	119	107	106
47	101	72	122	98
48	85	107	nt	108

The list continues.
item	Compound	SK-OV-3	OVCAR-3	OVCAR-5	OVCAR-4
49	CCCCCC(O)C1C(=O)OC(C)C(O)/C=C/C=C/C=C/C=C/C=C(\C)C(O)C(O)C(O)CC(O)CC(O)CC(O)CC(O)CC1O (configuration not stated)	115	111	101	113
50	CCC1(O)CC(OC2CC(N(C)C)C(OC3CC4OC5CC(=O)C(C)OC5OC4C(C)O3)C(C)O2)c2c(cc3c(c2O)C(=O)c2c(O)ccc(O)c2C3=O)C1C(=O)OC (configuration not stated)	16	4.8*	-16*	-54*
51	CC(C)OP(=S)(OC(C)C)SC(=O)N(C)C	105	131	106	nt
52	C/C=C/CC(C)C(O)[C@H](NC(=O)[C@@H]1CCCN1C(=O)C(C)(C)NC(=O)CCCCCCCCC)C(=O)NC(C)(C)C(=O)N[C@@H](CCC(N)=O)C(=O)N[C@H](CCC(N)=O)C(=O)NC(C)(C)C(=O)NC(C)(C)C(=O)N[C@@H](CCC(N)=O)C(=O)N[C@H](CC(C)C)C(=O)N[C@H](CO)CC(C)C (some centres not stated)	51&62	-19*	-67*!	47&60
53	Cc1cccc(C[N+](C)(C)C)c1C	110	127	104	108
54	Nc1nc(N)c(N)c(N)n1	99	114	89	109
55	ClCCN(CCCl)c1nc(Cl)c(C2CC(c3ccc(Br)cc3)=NN2c2cc(Cl)cc(Cl)c2)s1 (configuration not stated)	90	108	110	106
56	COc1c(OP2(=S)OCC(C)(C)CO2)cnn(C2CCCCC2)c1=O	108	111	104	97
57	CN(C)C1OCC(C)(C)CO1	97	106	97	111
58	O=C(O)c1c(Cl)c(Cl)c(Cl)c(Cl)c1C(=O)O	116	121	102	99
59	Cc1c([N+](=O)[O-])cc(N)cc1[N+](=O)[O-]	117	108	103	93
60	CC1=C2C(=C[C@@](C)(COC(=O)c3ccc(S(=O)(=O)F)cc3)[C@@H]2O)C(=O)[C@](C)(O)C12CC2	-25*	nt	-12*	-34*

item	PC-3	IGROV1	DU-145	OVCAR-8
49	88	37	112	100
50	-63*	-78*	-13*	nt
51	91	106	115	111
52	-30*!	5.3*!	-43*	4.2*!
53	104	117	125	101
54	99	115	112	110
55	96	101	112	98
56	85	109	114	101
57	99	nt	112	105
58	77	105	126	110
59	91	nt	110	113
60	-4.0*	-14*	-20*	-31*

Going on with the list.
item	Compound	SK-OV-3	OVCAR-3	OVCAR-5	OVCAR-4
61	CC(C)NC(C)C	98	112	94	98
62	CC12CCC3C(CC=C4CC(Cl)CCC43C)C1C/C(=C\c1ccc(OCC(=O)N3CCOCC3)cc1)C2=O (configuration not stated)	108	98	107	118
63	Cc1cc(Br)c(O)c(Br)c1	118	121	103	109
64	C[C@]12CCc3sc(-c4ccc(Cl)cc4)nc3C1=CC[C@@H]1[C@@H]2CC[C@]2(C)C(=O)CC[C@@H]12	79	27	98	74

item	PC-3	IGROV1	DU-145	OVCAR-8
61	102	110	102	102
62	72	113	95	94
63	109	132	121	109
64	50	92	44	80

Entries listed so far that contain a halogen, in the order listed:
item	Compound	SK-OV-3	OVCAR-3	OVCAR-5	OVCAR-4
1	COc1ccc(OC)c(/C=C/C(=O)c2nc3ccccc3n2Cc2ccc(F)cc2)c1	50	-12*	-43*	38
2	O=C1CN=C(c2ccc[nH]2)c2cc(Cl)ccc2N1	100	83	122	94
10	Cc1cc(C)c(CCl)cc1CCl	109	132	96	102
16	CCOP(=O)(Nc1cccc(Cl)c1)OCC	102	106	102	103
23	O=C(/C=C/c1ccc(OC(F)(F)F)cc1)c1nc2ccccc2n1Cc1ccc(F)cc1	105	75	103	80
27	CC(C#N)N1CCN(c2ccccc2Cl)CC1 (configuration not stated)	96	115	100	105
28	O=[N+]([O-])c1cccc(SC(Cl)(Cl)Cl)c1	106	103	106	102
31	O=C(/C=C/c1ccccc1)c1nc2ccccc2n1Cc1ccc(Br)cc1	29	-72*	-62*	27
34	Nc1ccc(CCCCc2ccc(S(=O)(=O)F)cc2Cl)c(Cl)c1	99	105	99	101
42	C=CCSc1nc2ccccc2c(=O)n1-c1cc(OC)c(Cl)cc1OC	83	95	114	96
47	O=C(CCCN1CCC2(CC1)C(=O)NCN2c1ccc(F)cc1)c1ccc(F)cc1	98	124	91	108
55	ClCCN(CCCl)c1nc(Cl)c(C2CC(c3ccc(Br)cc3)=NN2c2cc(Cl)cc(Cl)c2)s1 (configuration not stated)	90	108	110	106
58	O=C(O)c1c(Cl)c(Cl)c(Cl)c(Cl)c1C(=O)O	116	121	102	99
60	CC1=C2C(=C[C@@](C)(COC(=O)c3ccc(S(=O)(=O)F)cc3)[C@@H]2O)C(=O)[C@](C)(O)C12CC2	-25*	nt	-12*	-34*

item	PC-3	IGROV1	DU-145	OVCAR-8
1	0.2*	-7.3*	4.9*	4.0*
2	89	99	89	97
10	99	98	118	100
16	93	100	110	101
23	76	77	87	81
27	89	nt	110	106
28	89	102	105	99
31	-31*	-58*	-48*	-18*
34	98	109	113	102
42	72	79	97	94
47	101	72	122	98
55	96	101	112	98
58	77	105	126	110
60	-4.0*	-14*	-20*	-31*

item	Compound	SK-OV-3	OVCAR-3	OVCAR-5	OVCAR-4
62	CC12CCC3C(CC=C4CC(Cl)CCC43C)C1C/C(=C\c1ccc(OCC(=O)N3CCOCC3)cc1)C2=O (configuration not stated)	108	98	107	118
63	Cc1cc(Br)c(O)c(Br)c1	118	121	103	109
64	C[C@]12CCc3sc(-c4ccc(Cl)cc4)nc3C1=CC[C@@H]1[C@@H]2CC[C@]2(C)C(=O)CC[C@@H]12	79	27	98	74

item	PC-3	IGROV1	DU-145	OVCAR-8
62	72	113	95	94
63	109	132	121	109
64	50	92	44	80
